ERp5 inh – inhibitors of ERp5-driven insulin aggregation, primary screen, biochemical, turbidity, absorbance 650 nm, single point; Protein disulfide-isomerase A6 (Homo sapiens), Q15084; 90 min; inhibition, % at 9.99 µM; 350,000 compounds, 0.05% hits; AID 651711, 2012;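 active means mean replicate inhibition above about 25%, with every replicate also reaching it, limit read from the data, passing the limit was not always enough; inconclusive means only one of those two criteria met; inactive means neither criterion met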
Statin myotox sup – suppressors of statin myotoxicity in C2C12 myotubes, primary screen, cell-based, single point, plate reader; AID 602340, 2012; 330,000 compounds, 0.78% hits; C2C12 myotubes + simvastatin, ATP luminescence, 48 h; scaled: DMSO 0, geranylgeraniol control 100; rescue of ATP level, % at 7.49 µM;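 active means mean ATP rescue above about 67%, or every replicate alone reaching that limit, limit read from the data, passing the limit was not always enough; inconclusive means no clear call, values can overlap the other calls; inactive means mean under the limit and some replicate under it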;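 further: myotubes were challenged with 10 µM simvastatin during compound exposure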
PglD inh – C. jejuni PglD acetyltransferase inhibitors, primary screen, biochemical, DTNB colorimetric, single point; UDP-N-acetylbacillosamine N-acetyltransferase PglD (Campylobacter jejuni); purified PglD enzyme, DTNB colorimetric CoA detection; inhibition, % at 12.5 µM; 360,000 compounds, 0.098% hits; AID 602405, 2012; in the data active means inhibition above about 16%, passing the limit was not always enough; inconclusive means no clear call, values can overlap the other calls; further: strong numbers were not always called active
DENV2 CPE – inhibitors of DENV2 cytopathic effect, primary screen, cell-based, plate reader, single concentration; 350,000 compounds, 1.7% hits; CPE inhibition, % at 9.99 µM; DENV2-infected cells, cytopathic effect rescue; in the data active means CPE inhibition above about 20%, passing the limit was not always enough; inconclusive means no clear call, values can overlap the other calls; tested in BHK-21 cells;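 further: 0% = median of neutral control wells and 100% = median of positive control wells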
SIRT5 inh – SIRT5 desuccinylase inhibitors, primary screen, biochemical, fluorescence imaging, single point, set 5 | NAD-dependent protein deacylase sirtuin-5, mitochondrial (Homo sapiens), Q9NXA8 | inhibition, % at 15 µM | 330,000 compounds, 1.1% hits | Purified SirT5, succinyl-peptide AMC, trypsin-coupled fluorescence; in the data active means inhibition above about 15%; inconclusive means no clear call, values can overlap the other calls
Target sequence (Q9NXA8 whole entry, looked up): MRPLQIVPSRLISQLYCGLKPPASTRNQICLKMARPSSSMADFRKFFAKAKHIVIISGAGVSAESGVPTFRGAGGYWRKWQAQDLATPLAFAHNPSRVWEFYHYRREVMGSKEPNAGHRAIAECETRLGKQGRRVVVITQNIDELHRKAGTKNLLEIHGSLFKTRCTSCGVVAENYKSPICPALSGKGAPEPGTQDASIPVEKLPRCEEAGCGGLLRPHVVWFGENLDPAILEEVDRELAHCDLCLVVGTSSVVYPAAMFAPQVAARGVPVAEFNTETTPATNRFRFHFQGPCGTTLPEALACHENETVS
E-sel inducer – E-selectin induction in HUVECs, primary screen, imaging, HUVEC, immunofluorescence imaging, single point. P16581. normalized: neutral wells 0, TNF-alpha wells 100. activation, % at 7.58 µM. 260,000 compounds, 0.37% hits. AID 686992, 2013;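 active means mean E-selectin-positive cell signal at least 10% of the positive control, reached in at least 60% of replicates, without over 20% cell loss; inconclusive means no rule given, readout overlaps actives, possibly toxicity-flagged; inactive means the rest, including those meeting only one limit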;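 further: in these data hits start at about 27%; measured in HUVEC primary endothelial cells; signal is the percent of cells scored E-selectin positive by PE staining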
Target sequence (P16581 whole entry, looked up): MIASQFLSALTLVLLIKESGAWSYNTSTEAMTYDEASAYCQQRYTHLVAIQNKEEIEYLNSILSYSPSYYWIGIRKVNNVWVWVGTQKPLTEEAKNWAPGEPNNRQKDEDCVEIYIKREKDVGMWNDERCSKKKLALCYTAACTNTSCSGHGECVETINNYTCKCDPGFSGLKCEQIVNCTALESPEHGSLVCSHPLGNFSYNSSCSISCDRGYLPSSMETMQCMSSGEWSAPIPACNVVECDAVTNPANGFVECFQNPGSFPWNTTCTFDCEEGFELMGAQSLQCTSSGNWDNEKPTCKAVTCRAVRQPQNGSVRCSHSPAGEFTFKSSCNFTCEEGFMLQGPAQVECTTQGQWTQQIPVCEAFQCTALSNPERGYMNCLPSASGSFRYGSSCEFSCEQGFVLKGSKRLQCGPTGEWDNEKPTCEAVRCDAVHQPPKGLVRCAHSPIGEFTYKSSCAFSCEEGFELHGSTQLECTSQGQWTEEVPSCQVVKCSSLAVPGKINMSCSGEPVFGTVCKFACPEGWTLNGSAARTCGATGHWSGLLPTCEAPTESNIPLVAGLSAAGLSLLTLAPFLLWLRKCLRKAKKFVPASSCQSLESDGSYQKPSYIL
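System: HUVEC, human umbilical vein endothelial cells; quantity: 3,000 cells/well; buffer or medium: EGM-2 medium, gelatin-coated wells; dosing: single-point compound dose; detection: immunofluorescence imaging; evaluation: % PE-positive cells; benchmarks: TNF-alpha, DMSO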
S100A4 MyoIIA – inhibitors of S100A4-myosin IIA peptide binding, primary screen, biochemical, fluorescence polarization, TAMRA-MyoIIA peptide | 360,000 compounds, 0.14% hits | Protein S100-A4 (Homo sapiens), P26447 | inhibition, % at 10.7 µM | AID 652163, 2013;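 active means mean inhibition of at least 70% across replicates, with every replicate also reaching that level; inconclusive means mean inhibition reaches 70% but some replicates fall short; inactive means mean inhibition below 70%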
Target sequence (P26447 whole entry, looked up): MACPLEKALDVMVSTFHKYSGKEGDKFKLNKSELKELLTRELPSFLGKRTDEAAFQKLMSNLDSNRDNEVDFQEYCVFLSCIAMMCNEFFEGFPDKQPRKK
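Test system: S100A4 monomer protein; Medium: HEPES pH 7.2 with CaCl2, KCl, NaCl, DTT, Triton; Probe or stimulus: TAMRA-labelled myosin IIA heavy-chain peptide probe, 5 nM; Doses: one dose per compound; Times: polarization read 5 min after assay mix addition, stable 5–60 min; Benchmarks: neutral control DMSO, positive control TFP.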
* hit, by the source's call; ? = inconclusive; . = not tested or not shown.

1. COc1ccc(CCC(C)NCc2ccc(C(F)(F)F)cc2)cc1 (configuration not stated)
2. COc1ccccc1NC(=O)CSc1nncn1-c1cccnc1
3. CCc1nnc(NC(=O)CSc2nc(C)cc(C)c2C#N)s1
4. Cc1cccc(N2CCN(S(=O)(=O)c3ccc(-c4cc(C)no4)s3)CC2C)c1 (configuration not stated)
5. COc1cc(-c2cc3nc(C)c(C)c(=O)n3[nH]2)cc(OC)c1OC
6. O/N=C/c1ccc2cccc(O)c2n1
7. CCCCCOc1ccc(C(=O)CCC(=O)NNC(=O)c2ccncc2)cc1
8. CO[C@H]1CN(C)C(=O)c2cc(NC(=O)c3ccccc3F)ccc2OC[C@H](C)N(C(C)=O)C[C@@H]1C

assay / entry,1,2,3,4,5,6,7,8
ERp5 inh,-2,1,8,10,4,-2,6,1
Statin myotox sup,21,0,-5,-30,2,-2,6,-10
PglD inh,2,3,5,0,-2,-6,-2,1
DENV2 CPE,19,-1,3,10,0,-4,5,-1
SIRT5 inh,-2,-2,-2,-4,1,-3,15,-7
E-sel inducer,0.0,.,.,.,.,-0.3,-0.1,-0.2
S100A4 MyoIIA,1,0,3,-3,0,-2,-10,4

Looked up by structure from the entries so far:
2. COc1ccccc1NC(=O)CSc1nncn1-c1cccnc1
8. CO[C@H]1CN(C)C(=O)c2cc(NC(=O)c3ccccc3F)ccc2OC[C@H](C)N(C(C)=O)C[C@@H]1C

assay / entry,2,8
ERp5 inh,1,1
Statin myotox sup,0,-10
PglD inh,3,1
DENV2 CPE,-1,-1
SIRT5 inh,-2,-7
E-sel inducer,.,-0.2
S100A4 MyoIIA,0,4

(continued)
9. CCc1ccc(C(C)NC(=O)c2cccs2)cc1 (configuration not stated)
10. O=C(NCc1ccccc1Cl)c1cccc(OC2CCN(C(=O)C3CC3)CC2)c1
11. COCC(=O)N(C)C[C@@H]1Oc2ncc(C#CC3(O)CCCC3)cc2C(=O)N([C@H](C)CO)C[C@@H]1C
12. Cc1csc(=O)n1CC(=O)OCC(=O)NNC(=O)c1ccc(Cl)cc1
13. O=C(COC(=O)Cc1c[nH]c2ccccc12)NCCc1ccccc1
14. CC(C)C[C@H]1COCCS(=O)(=O)N1Cc1cccc(Cl)c1
15. O=C(CCCCn1c(=O)[nH]c2ccsc2c1=O)NCc1ccc2c(c1)OCO2
16. CCCCNC(=O)CCC(=O)Nc1ccc2nc(N3CCCCC3)cc(C)c2c1

assay / entry,9,10,11,12,13,14,15,16
ERp5 inh,1,-17,-2,3,6,0,-4,-6
Statin myotox sup,9,2,-1,0,2,37,3,.
PglD inh,2,4,-1,-1,.,-3,-3,.
DENV2 CPE,2,-5,-5,-6,-3,-8,8,7
SIRT5 inh,0,-4,-1,-4,-5,.,1,-27
E-sel inducer,-0.1,-1.8,4.4,-0.8,12,0.3,1.0,4.6
S100A4 MyoIIA,0,-5,-28,3,1,7,-9,-3

17. OC[C@@H]1[C@@H](c2ccc(-c3cccnc3)cc2)[C@H]2CN(Cc3ccccn3)CCCCN12
18. CCC(=O)N1C[C@@H](C)[C@@H](OC)CN(C)C(=O)c2cc(NS(=O)(=O)CC)ccc2OC[C@@H]1C
19. CC(C)(C)c1ccc(CC(=O)N2CCC2(C)C(=O)NS(=O)(=O)c2ccc(F)cc2F)cc1 (configuration not stated)
20. CCOc1ccccc1NC(=O)C1CCN(c2ccc(S(=O)(=O)N3CCCC3)cc2)CC1
21. Cc1sc(NC(=O)c2ccco2)c(C(c2cccnc2)N2CCN(c3ccc(F)cc3)CC2)c1C (configuration not stated)
22. C[C@@H]1CN([C@@H](C)CO)C(=O)Cc2cc(NS(=O)(=O)c3ccccc3)ccc2O[C@@H]1CN(C)C(=O)Nc1cccc2ccccc12
23. COc1cc2oc(=O)cc(CN3CCN(c4ccc(Cl)c(Cl)c4)CC3)c2cc1Cl
24. C[C@H](CO)N1C[C@H](C)[C@@H](CN(C)C(=O)Nc2ccc(F)cc2)Oc2ccc(NC(=O)Cn3cnnn3)cc2C1=O

assay / entry,17,18,19,20,21,22,23,24
ERp5 inh,.,1,-9,-2,-1,1,5,3
Statin myotox sup,2,5,-10,2,-4,24,5,-4
PglD inh,2,-1,3,1,-2,0,-1,1
DENV2 CPE,.,7,1,-5,1,-1,5,0
SIRT5 inh,.,-1,1,17*,-3,5,0,-1
E-sel inducer,-0.1,-0.2,0.3,.,2.6,0.0,.,-0.1
S100A4 MyoIIA,.,0,1,-3,2,3,-3,-21

25. C[C@H](CO)N1C[C@H](C)[C@H](CN(C)S(C)(=O)=O)Oc2ccc(NC(=O)CCCN(C)C)cc2C1=O
26. O=C(COc1ccc(S(=O)(=O)N2CCOCC2)cc1)Nc1ccccc1Cl
27. COc1ccc(S(=O)(=O)Nc2ccc3c(c2)C(=O)N([C@H](C)CO)C[C@@H](C)[C@H](CN(C)C(=O)NC2CCCCC2)O3)cc1
28. CCCCCC(=O)OC(CN1CCCCCC1)CN1CCCC1=O (configuration not stated)
29. CN(C)C(=O)C[C@@H]1CC[C@H]2[C@@H](COC[C@H](O)CN2CC2CCCCC2)O1
30. CO[C@@H]1CN(C)C(=O)c2cc(NC(=O)Nc3ccccc3F)ccc2OC[C@H](C)N(CCC(F)(F)F)C[C@H]1C
31. CCn1c(NCCO)nc2c(c1=O)C(C)(CC)Cc1ccccc1-2 (configuration not stated)
32. O=C(CCCc1nc(-c2ccc(Cl)cc2)no1)NCC1CCCO1 (configuration not stated)

assay / entry,25,26,27,28,29,30,31,32
ERp5 inh,-2,-1,0,-1,-10,6,4,3
Statin myotox sup,21,3,11,.,-25,-31,.,-21
PglD inh,-9,-3,1,.,0,2,.,-2
DENV2 CPE,?,0,4,-1,-3,9,-6,-2
SIRT5 inh,-1,-4,-5,0,2,-5,-6,-3
E-sel inducer,-14,-0.1,-0.1,-0.1,0.0,-0.1,0.0,.
S100A4 MyoIIA,-2,-3,-29,-5,9,10,-4,-4

Ordered by value in SIRT5 inh (smallest number first): some entries from above.
cpd	SMILES	ERp5 inh	PglD inh	DENV2 CPE	SIRT5 inh	S100A4 MyoIIA
31	CCn1c(NCCO)nc2c(c1=O)C(C)(CC)Cc1ccccc1-2 (configuration not stated)	4	.	-6	-6	-4
27	COc1ccc(S(=O)(=O)Nc2ccc3c(c2)C(=O)N([C@H](C)CO)C[C@@H](C)[C@H](CN(C)C(=O)NC2CCCCC2)O3)cc1	0	1	4	-5	-29
28	CCCCCC(=O)OC(CN1CCCCCC1)CN1CCCC1=O (configuration not stated)	-1	.	-1	0	-5
29	CN(C)C(=O)C[C@@H]1CC[C@H]2[C@@H](COC[C@H](O)CN2CC2CCCCC2)O1	-10	0	-3	2	9

Continued.
33. COc1ccc(S(=O)(=O)N2C[C@H](O)COC[C@H]3O[C@@H](CC(=O)NCCN4CCCCC4)CC[C@@H]32)cc1
34. N/C(=N\OCC(=O)Nc1ccc(F)c(Cl)c1)c1ccccc1
35. O=C(CCN1C(=O)C2C3C=CC(C4CC34)C2C1=O)Nc1ccc(Cl)cc1O (configuration not stated)
36. c1ccc(-c2nc(-c3ccc(-c4ccon4)s3)no2)cc1
37. O=C(C1CCOCC1)N1CC(=O)N2[C@H](CO)[C@@H](c3ccc(C#CC4CC4)cc3)[C@@H]2C1
38. CCOc1cccc(C=NNc2nc(=O)cc(C(=O)OC)s2)c1O
39. COC(=O)CSc1nnc(CNC(=O)c2ccccc2F)n1-c1ccccc1
40. COc1ccccc1N1N=C(C(=O)c2ccccc2)C2C(=O)N(c3ccc(Br)cc3)C(=O)C21 (configuration not stated)

assay / entry,33,34,35,36,37,38,39,40
ERp5 inh,2,-5,3,-1,-7,2,-4,4
Statin myotox sup,4,2,-2,1,.,.,.,.
PglD inh,2,0,5,13,.,.,.,-2
DENV2 CPE,0,-2,-8,-3,2,8,6,-4
SIRT5 inh,5,-5,-2,0,2,.,5,-3
E-sel inducer,0.1,0.4,-0.9,.,0.2,-0.2,.,12
S100A4 MyoIIA,-3,-3,-1,4,-7,5,-2,-5

41. COc1cccc(CN(C)C(=O)C(CCSC)NS(=O)(=O)c2ccc3c(c2)OCCO3)c1OC (configuration not stated)
42. C/C(=N\NC(=O)C1CC1)c1ccccc1O
43. O=C(Nc1nnc([C@H]2C[C@H](O)[C@@H](CO)O2)s1)NC1CCCCC1
44. COc1ccc(CC(=O)NNC2=Nc3cccc4cccc2c34)cc1
45. CC(=O)c1cccc(NC(=O)CNC(=O)c2cc3ccccc3o2)c1
46. Cc1ccc(NC(=O)C2CCN(C(=O)c3ccc(Cl)cc3)CC2)nc1
47. Cc1ccccc1CN(C)C[C@H]1OCc2cn(nn2)CCCC(=O)N([C@H](C)CO)C[C@H]1C
48. CC(=O)N1CCN(C(=O)c2ccc(C(=O)c3ccccc3)cc2)CC1

assay / entry,41,42,43,44,45,46,47,48
ERp5 inh,9,-5,-4,-1,-3,3,-1,0
Statin myotox sup,.,2,1,1,3,10,5,3
PglD inh,.,-6,5,2,1,2,3,5
DENV2 CPE,-5,6,13,0,-1,7,4,-3
SIRT5 inh,-1,0,-4,-6,1,-5,0,1
E-sel inducer,-2.4,-1.3,-0.1,-0.1,2.4,-0.3,-0.2,-0.1
S100A4 MyoIIA,0,4,-1,5,-2,6,17,5

49. CC(=O)Nc1cccc2cc(O)ccc12
50. COc1ccc(NC(=O)N(C)C[C@H]2Oc3ccc(NS(=O)(=O)c4ccc(F)cc4)cc3CC(=O)N([C@@H](C)CO)C[C@@H]2C)cc1
51. O=C(C[C@H]1CC[C@H](NS(=O)(=O)c2ccccc2)[C@H](CO)O1)NCCN1CCCCC1
52. COc1cc(Cn2c3ccc(NC(=O)NCCc4ccccc4)cc3c(=O)n2C)ccc1F
53. COc1ccc(CCN2C(=O)CS/C2=N/NC(=O)c2ccccc2F)cc1OC
54. CCOC(=O)c1ccc(NS(=O)(=O)c2cc3c4c(c2)CCN4C(=O)CC3)cc1
55. O=C(C[C@@H]1C[C@@H]2c3cc(NC(=O)Nc4ccccc4)ccc3O[C@@H]2[C@H](CO)O1)NC1CCCCC1
56. COc1ccccc1C(=O)NCCC(=O)NC(C)c1ccc(-n2ccnc2)cc1 (configuration not stated)

assay / entry,49,50,51,52,53,54,55,56
ERp5 inh,-13,0,-6,2,-1,0,-4,-1
Statin myotox sup,2,-1,3,2,7,-9,-2,-12
PglD inh,-2,.,-3,-14,1,-6,-1,.
DENV2 CPE,-6,9,-4,-3,4,3,-11,-7
SIRT5 inh,.,6,-2,.,-2,3,.,-1
E-sel inducer,0.0,-0.3,-0.7,0.1,.,-1.6,1.5,-2.1
S100A4 MyoIIA,-2,-4,-9,0,-4,0,-11,28

57. Cc1ccc(N(Cc2ccccc2)C(=O)c2cc(S(=O)(=O)N3CCOCC3)ccc2F)cc1
58. O=C(CSc1nc2ccccc2[nH]1)NCC1CCCO1 (configuration not stated)
59. CN(CCc1ccccn1)C1CCCN(S(=O)(=O)c2ccc(F)c(Cl)c2)C1 (configuration not stated)
60. COC(=O)c1ccc(CNC(=O)Cn2cc(C)c(=O)[nH]c2=O)cc1

assay / entry,57,58,59,60
ERp5 inh,-12,-7,3,-5
Statin myotox sup,-14,.,7,-6
PglD inh,-3,.,0,0
DENV2 CPE,10,1,-5,-5
SIRT5 inh,-5,-1,-1,-6
E-sel inducer,-0.7,.,.,0.0
S100A4 MyoIIA,12,1,-8,2

Screens deposited in PubChem by Broad Institute.

The list is partial; the hit share may differ from the screen's.
